GAA glycogen mod: alters human alpha-glucosidase cleavage of glycogen; P10253; recombinant GAA, glycogen substrate, Amplex Red glucose oxidase fluorescence; Potency, µM (highest dose often 76.4 µM), without a hit: at the highest dose activity change, negative = inhibition, actives largely listed as inhibitors; hit rate 0.38% among 300,000;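 note: 0% = full enzyme reaction and -100% = no-enzyme basal signal; the screen sought inhibitors and activators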
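Recombinant enzyme (4 nM final) with compounds titrated up to 77 uM and bovine liver glycogen (30 ug) in citrate pH 5.0, 0.01% Tween-20, 37 C 40 min. Released glucose detected by Amplex Red/glucose oxidase (Ex 573/Em 610); AC50 from Hill fits.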
NPSR antagonist: blocks cAMP signaling of the human neuropeptide S receptor; AID 1461; hit rate 1% among 220,000; Potency, µM (titrated, usually from 38.3 µM), for the others: at the highest dose activity change, negative = inhibition, usual class: inhibitors; Q6W5P4; CHO-NPSR cells, cAMP TR-FRET, antagonist mode; note: % is set by controls: 0 for no effect and ±100 for the full control effect; nearly all actives have a fitted effect of over 50% in size; many of its hits are not listed in these tables
aGal spleen mod: alpha-galactosidase A (human) modulation; human spleen homogenate, 4MU-alpha-Gal fluorescence, 40 min; Potency, µM (doses to about 80 µM), inactives show top-dose activity change, negative = inhibition, hits mostly inhibitors; hit rate 0.008% among 240,000; AID 2107; P06280;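 note: 0% = enzyme with vehicle and -100% = no enzyme basal signal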
Target sequence (P06280 32-429 limits assumed): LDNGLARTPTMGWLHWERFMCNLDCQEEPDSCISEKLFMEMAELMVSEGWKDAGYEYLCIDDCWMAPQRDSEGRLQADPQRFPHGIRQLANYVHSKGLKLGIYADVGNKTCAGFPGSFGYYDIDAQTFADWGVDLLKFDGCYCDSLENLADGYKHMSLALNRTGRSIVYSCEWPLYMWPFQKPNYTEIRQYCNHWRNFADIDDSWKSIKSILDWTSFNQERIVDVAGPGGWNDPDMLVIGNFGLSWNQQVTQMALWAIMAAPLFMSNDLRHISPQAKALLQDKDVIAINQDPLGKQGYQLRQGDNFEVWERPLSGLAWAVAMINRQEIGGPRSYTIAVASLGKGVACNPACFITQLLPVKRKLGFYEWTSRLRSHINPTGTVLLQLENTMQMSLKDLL
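qHTS titration in buffer at pH 5.0. Alpha-galactosidase activity in spleen homogenate was measured via 4-methylumbelliferone release from 1 mM fluorogenic substrate after 40 min at 37C and a pH 10 stop. AC50 came from Hill fits of control-normalized data.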
GAA inhib: blocks human lysosomal alpha-glucosidase | hit rate 0.005% among 200,000 | purified human GAA, 4-MU-alpha-glucoside fluorescence | P10253 | Potency, µM (top dose mostly 76.9 µM), for inactives: at the top dose activity change, negative = inhibition, hits mostly inhibitors | AID 1466;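 note: plate controls were uninhibited enzyme wells for no effect and no-enzyme background for full effect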
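Fluorogenic assay: 4 nM human alpha-glucosidase with 400 uM 4-methylumbelliferyl-alpha-D-pyranoside in 50 mM citrate/phosphate, 0.005% Tween-20, pH 5.0, 20 min at room temperature. Compounds tested up to 77 uM; AC50 from Hill fits.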
Tau fluor cs: counter-screen for tau fibril formation inhibitors | hit rate 0.93% among 280,000 | Potency, µM (top dose mostly 57.7 µM), inactives show at the top dose activity change, negative = decrease | tau K18 P301L (four-repeat tau fragment) Alexa594 fluorescence, heparin fibrillization; note: % is set by controls: 0 for no effect and ±100 for the full control effect; nearly all actives have a fitted effect of over 55% in size
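Human K18 P301L tau (15 uM unlabeled plus 0.24 uM Alexa 594-labeled, final) in 100 mM sodium acetate pH 7 was mixed with compound and 20 uM heparin and incubated 6 hr at 37 C.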
Epigenetic derep: derepresses silenced GFP reporter in murine cells; Potency, µM (highest dose often 53.9 µM), without a hit: at the highest dose GFP activation, actives largely listed as activators; hit rate 0.2% among 280,000; murine LDR cells, GFP reporter derepression, 30 h; note: % of control where 0% means no effect; nearly all actives have a fitted effect of over 60% in size
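Reporter derepression read as number of fluorescent GFP-positive objects, 20-120 um in size, counted by laser-scanning cytometer. Mouse LDR line with an epigenetically silenced CMV-GFP locus; compound incubation 30 h, 37 C.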
ALDH1A1 block: ALDH1A1 (human) enzyme inhibition | P00352 | Potency, µM (highest dose often 75.3 µM), inactives show at the top dose activity, negative = inhibition, actives largely listed as inhibitors | hit rate 7.3% among 220,000 | AID 1030 | Purified ALDH1A1, NADH fluorescence, propionaldehyde substrate; active = well fitted inhibition curve with a large enough effect, not every such curve was filed as active; inconclusive = small, poorly fitted or top-dose-only effect, or another doubt; inactive = no such curve, though single readings can be large or run the other way;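 note: plate controls were no enzyme wells and a reference inhibitor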
Target sequence (P00352 whole entry, looked up): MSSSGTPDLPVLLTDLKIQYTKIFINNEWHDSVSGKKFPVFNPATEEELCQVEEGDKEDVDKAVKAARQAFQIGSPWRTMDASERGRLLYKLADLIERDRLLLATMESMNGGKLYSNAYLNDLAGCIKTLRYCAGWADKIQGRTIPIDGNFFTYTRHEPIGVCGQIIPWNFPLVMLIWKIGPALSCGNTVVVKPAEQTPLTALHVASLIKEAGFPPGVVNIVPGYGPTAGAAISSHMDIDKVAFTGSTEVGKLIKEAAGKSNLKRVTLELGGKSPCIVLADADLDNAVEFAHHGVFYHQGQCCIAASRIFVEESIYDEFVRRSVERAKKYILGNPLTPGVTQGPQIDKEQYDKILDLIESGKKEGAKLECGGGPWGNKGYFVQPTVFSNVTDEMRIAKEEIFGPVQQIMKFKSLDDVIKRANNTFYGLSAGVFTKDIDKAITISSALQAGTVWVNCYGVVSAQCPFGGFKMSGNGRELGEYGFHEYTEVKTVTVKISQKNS
aGlu spleen mod: lysosomal alpha-glucosidase (human) modulation | P10253 | human spleen homogenate, 4-MU-alpha-glucoside fluorescence | Potency, µM (highest dose often 79.9 µM), for inactives: at the top dose activity change, negative = inhibition, actives largely listed as inhibitors | hit rate 0.006% among 240,000 | AID 2112;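 note: 0% = enzyme with vehicle and -100% = no enzyme basal signal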
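AC50 values come from Hill-equation fits of concentration-response data, normalized to no-enzyme and full-activity controls. Enzyme source: 1 ug human spleen homogenate; 1 mM fluorogenic 4-MU glucoside, pH 5.0 citrate buffer, 37 C, 40 min.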
An asterisk follows results filed as active; ? = inconclusive; / = not tested or not shown; [ ] = remark or other dose. Unless noted, calls come from the whole dose curve; as a rule, active = well fitted curve in the direction sought with a large enough effect; inconclusive = small, poorly fitted or top-dose-only effect, or another doubt; inactive = no such curve, though single readings can be large; an effect the other way counts as inactive or inconclusive. Potency is the fitted concentration of half-maximal effect. Only part of the results is shown; rates above refer to the full screens.

SMILES	GAA glycogen mod	NPSR antagonist	aGal spleen mod	GAA inhib	Tau fluor cs	Epigenetic derep	ALDH1A1 block	aGlu spleen mod
O=C(N/N=C\c1ccc(F)cc1)c1csnn1	0%	-16%[46.1 µM]	-3%	4%	-9%	-1.2%	4%	4%
CCN(CC)C(=S)Sc1c(-c2ccccc2)c2cc(Cl)ccc2[nH]c1=O	3%	-35%[46.1 µM]	-13%	5%	-29%	-3.8%	?	-7%
CCOC(=O)N1CCN(c2c(-c3ccc(C)c(C)c3)c(=O)c2=O)CC1	5%	-9%[46.1 µM]	2%	0%	-1%	0.8%	-11%	3%
CCOc1ccc(C(=O)Nc2ncccc2Cl)cc1	9%	2%	0%	0%	-1%	0.0%	0%	-4%
Cc1ccc2nc(C)c(C(=O)N/N=C/c3ccccc3[N+](=O)[O-])cc2c1	8%	6%	1%	1%	-7%	2.2%	-9%	6%
CCNc1nc(NCC)nc(N(CC)C(N)=S)n1	-8%	10%	5%	/	-18%	0.3%	/	3%
O=C1/C(=C/c2ccco2)SC(=S)N1c1cccnc1	1%	16%	3%	/	?	11%	/	-2%
Cc1onc(-c2ccccc2Cl)c1C(=O)Nc1ccc(-c2nnc3n2CCCCC3)cc1	-2%	5%[46.1 µM]	0%	-2%	-4%	-5.8%	-6%	8%
CCn1c(SCC(=O)Nc2oc(-c3ccccc3)c(-c3ccccc3)c2C#N)nnc1-c1ccco1	-3%	-29%[46.1 µM]	1%	-6%	?	-0.9%	-7%	-1%
CC(=O)Nc1cc2c(cc1Br)OCCO2	2%	-6%[46.1 µM]	29%	-9%	1%	-1.0%	7%	-5%
CO[C@@]12[C@@H](COC(N)=O)C3=C(C(=O)C(C)=C(N)C3=O)N1C[C@@H]1N[C@@H]12	/	/	-1%	/	?	0.8%	?	0%
CC(C)c1ccc2c(c1)CCC1C(C)(CN)CCCC21C (stereo unspecified)	-6%	?	-4%	/	8%	0.0%	/	-1%
N=c1c2c(-c3ccccc3)c(-c3ccccc3)n(Cc3ccco3)c2ncn1Cc1ccco1	0%	10µM*	7%	-9%	-5%	6.9%	-1%	0%
CCCCOc1ccc(NC(=S)Nc2cc(C)nc(SCCCC)n2)cc1	6%	-17%[46.1 µM]	2%	0%	-14%	0.0%	1%	-2%
COc1ccc(-c2cc3ccc(OCc4nn[nH]n4)cc3oc2=O)cc1OC	5%	18%[46.1 µM]	-13%	1%[15.4 µM]	-7%	0.8%	?	-9%
CCN(CC)S(=O)(=O)c1ccc(NC(=O)c2ccccn2)cc1	-3%	-11%[46.1 µM]	-2%	-11%	-15%	-1.0%	5%	-1%
O=C(Nc1ncc2c(n1)CC(c1ccco1)CC2=O)c1ccc(Cl)cc1 (stereo unspecified)	5%	-4%[46.1 µM]	0%	-22%	-9%	-0.2%	10µM*	6%
Cc1cccc(NS(=O)(=O)c2cc(NC(=O)CC(=O)c3ccc([N+](=O)[O-])cc3)ccc2C)c1	-6%	-19%	3%	-1%	7.9µM*[quencher]	2.3%	-8%	-2%
COc1ccc(CN2CCCC(C(=O)c3ccc(Cl)cc3)C2)cc1Cn1cccn1 (stereo unspecified)	0%	?	-1%	?	-20%	-0.3%	2%	-6%
COc1ccc(C(=O)N/N=C/c2c(CO)cnc(C)c2O)cc1	1%	-19%	30%	-12%	-5%	2.6%	?	0%
COc1ccc(O)c(/C=N/N2CCOCC2)c1	-18%	12%	-1%	/	-7%	0.1%	/	-1%
Cc1ccc(CN2CCN(c3ncccn3)CC2)o1	4%	2%[46.1 µM]	-11%	-2%	-12%	-1.0%	7%	-13%
O=C(Nc1ccccc1)N1CCN(c2ccccn2)CC1	-1%	0%[46.1 µM]	-2%	0%	-13%	-1.0%	?	-18%
Cc1cccc(NC(=O)c2ccc(NCCO)c([N+](=O)[O-])c2)n1	11%	-4%	15%	/	14%	?	/	9%
O=C(O)C1(c2ccccc2)CCN(S(=O)(=O)c2cccs2)CC1	-1%	5%	3%	-4%	-7%	-2.0%	2%	4%

Rewritten as comma-separated lines: 6 of the compounds above
Molecule,GAA glycogen mod,NPSR antagonist,aGal spleen mod,GAA inhib,Tau fluor cs,Epigenetic derep,ALDH1A1 block,aGlu spleen mod
CCNc1nc(NCC)nc(N(CC)C(N)=S)n1,-8%,10%,5%,/,-18%,0.3%,/,3%
COc1ccc(C(=O)N/N=C/c2c(CO)cnc(C)c2O)cc1,1%,-19%,30%,-12%,-5%,2.6%,?,0%
Cc1cccc(NS(=O)(=O)c2cc(NC(=O)CC(=O)c3ccc([N+](=O)[O-])cc3)ccc2C)c1,-6%,-19%,3%,-1%,7.9µM*[quencher],2.3%,-8%,-2%
CC(C)c1ccc2c(c1)CCC1C(C)(CN)CCCC21C (stereo unspecified),-6%,?,-4%,/,8%,0.0%,/,-1%
O=C(Nc1ccccc1)N1CCN(c2ccccn2)CC1,-1%,0%[46.1 µM],-2%,0%,-13%,-1.0%,?,-18%
Cc1onc(-c2ccccc2Cl)c1C(=O)Nc1ccc(-c2nnc3n2CCCCC3)cc1,-2%,5%[46.1 µM],0%,-2%,-4%,-5.8%,-6%,8%

(further entries)
SMILES	GAA glycogen mod	NPSR antagonist	aGal spleen mod	GAA inhib	Tau fluor cs	Epigenetic derep	ALDH1A1 block	aGlu spleen mod
COc1ccc(-c2nc(SCc3ccccc3)n(C(=O)c3ccco3)n2)cc1	5%	-8%[46.1 µM]	5%	-13%	?	-0.9%	?	2%
Cc1cc(C)nc(NC(=O)NS(=O)(=O)N2CCCCCC2)n1	-2%	-9%[46.1 µM]	13%	?	3%	0.0%	6%	5%
c1ccc(C2(Cn3ccc4ccccc43)OCCO2)cc1	-1%	-18%[46.1 µM]	-2%	-5%	-6%	-2.1%	-7%	-12%
CC12CCC(C(=O)N/N=C/c3ccc(O)cc3O)(OC1=O)C2(C)C (stereo unspecified)	0%	-10%	5%	/	-17%	-0.4%	/	-6%
CCS(=O)(=O)c1ccc(O)c(NC(=O)COc2ccc(C)cc2)c1	-4%	10%	-1%	-10%	-6%	-1.1%	?	-1%
CCNC(=O)NC(=O)C(C)OC(=O)c1oc2ccc(OCC)cc2c1C (stereo unspecified)	-6%	1%[46.1 µM]	10%	-3%	-2%	-3.0%	?	2%
CC1CCCCN1Cc1nc2c(c(=O)n(C)c(=O)n2C)n1Cc1c(F)cccc1Cl (stereo unspecified)	-12%	10%	2%	/	17%	-1.2%	-8%	-6%
CCOc1ccc(N(CC(=O)NC(C(C)C)C(C)C)S(=O)(=O)c2ccc(OC)c(OC)c2)cc1	-29%	-51%	-3%	?	-7%	-2.2%	-1%	-8%
COC(=O)c1cc(C)nc(Sc2ccccc2NC(C)=O)n1	5%	-11%	-12%	/	-6%	-0.6%	/	-3%
Cc1ccccc1N1C(=O)C2ON(c3ccccc3)C(c3cccnc3)C2C1=O (stereo unspecified)	-3%	-19%[46.1 µM]	8%	-11%	-6%	0.8%	-9%	4%
COc1ccc(-c2nnc(-c3ccc(N)cc3)o2)cc1	-7%	-16%[46.1 µM]	10%	-3%	-28%	-1.1%	?	4%
COC(=O)c1ccccc1NC(=O)N1CCCC1	2%	-5%[46.1 µM]	-3%	-1%	9%	-1.1%	?	-1%
O=C(N/N=C/c1cccc(OC(=O)c2ccco2)c1)c1ccc(F)cc1	3%	-5%	-7%	-1%	-25%	-0.1%	?	-6%
Cc1cccc(N/C(N)=N/c2nc(CSc3ccc(Cl)cc3)cc(=O)[nH]2)c1	3%	28%	-4%	/	-14%	18%	/	-1%
CC(=O)N[C@H](c1ccccc1)[C@@]1(C)C[C@@H]1[C@@H](C)C(=O)Nc1ccc2ccccc2c1	/	/	-8%	/	-18%	-0.9%	?	-2%
CN(CCO)c1ccc(-c2nn(C)c(=O)c3ccccc23)cc1[N+](=O)[O-]	-2%	-4%[7.67 µM]	0%	/	-19%	-0.3%	/	-3%
CCOC(=O)c1cnn(CCOC(=O)C2CC2)c1NC(=O)C1CC1	4%	3%[46.1 µM]	0%	-15%	-5%	-2.1%	4%	-1%
CCN(CC)CCN(C(=O)c1ccc(N2C(=O)CCC2=O)cc1)c1nc2cc3c(cc2s1)OCCO3	0%	3%	5%	-3%	-13%	5.0%	?	0%
O=C(N/N=C/c1cc([N+](=O)[O-])ccc1Cl)c1cc(-c2ccccc2)nc2ccccc12	1%	-14%	6%	/	-19%	1.1%	/	4%
O=C(O)c1cc(-c2ccc(/C=N/Nc3ccc([N+](=O)[O-])cn3)o2)ccc1Cl	-17%	-26%	-2%	-9%	?	?	?	1%
O=C(Cc1ccc(S(=O)(=O)N2CCOCC2)s1)Nc1ccccc1Br	-2%	-3%[7.67 µM]	7%	/	-15%	-0.4%	/	-15%
Cc1cc(=O)oc2cc(OCC(O)CN3CCc4ccccc4C3)ccc12 (stereo unspecified)	-2%	-15%[46.1 µM]	15%	?	-1%	0.0%	?	-12%
Cn1cccc1/C=C1\SC(=S)N(NC(=O)c2ccc(F)cc2)C1=O	-8%	33%	0%	/	?	0.0%	/	-4%
O=C(NCc1ccc2c(c1)OCO2)c1ccc(CS(=O)(=O)c2cccc(C(F)(F)F)c2)o1	1%	-16%[46.1 µM]	2%	-6%	-20%	2.5%	-9%	3%
Cn1cc(/C=N/NC(=O)c2cccc([N+](=O)[O-])c2)c2ccccc21	-3%	9%	2%	3%	-10%	2.2%	2%	-5%
CC(=O)Nc1ccccc1NC(=O)C/C(C)=N/NC(=O)C(=O)Nc1cccc(Cl)c1C	-17%	15%	-1%	13%	-2%	9.0%	-3%	0%

Part of the list above in order of heavy-atom count, rising:
SMILES	GAA glycogen mod	NPSR antagonist	aGal spleen mod	GAA inhib	Tau fluor cs	Epigenetic derep	ALDH1A1 block	aGlu spleen mod
COc1ccc(C(=O)N/N=C/c2c(CO)cnc(C)c2O)cc1	1%	-19%	30%	-12%	-5%	2.6%	?	0%
Cc1ccc2nc(C)c(C(=O)N/N=C/c3ccccc3[N+](=O)[O-])cc2c1	8%	6%	1%	1%	-7%	2.2%	-9%	6%
COc1ccc(CN2CCCC(C(=O)c3ccc(Cl)cc3)C2)cc1Cn1cccn1 (stereo unspecified)	0%	?	-1%	?	-20%	-0.3%	2%	-6%

Screens as filed in PubChem BioAssay.
